UPR XBP1 act – activators of adaptive arm of unfolded protein response (XBP1). 0.33% of 330,000 active. CHO-XBP1 luciferase reporter, IRE1-XBP1 UPR activation, luminescence; percent of tunicamycin response, DMSO as zero. AID 463104. activation, % at 20 µM;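 active = versus positive control, 20 µM dose yields 30% or more activation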;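 also: 100% = tunicamycin at 10 µg/mL and 0% = DMSO only wells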
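Material: CHO cell line with stable XBP1 luciferase reporter; schedule: 16-18 h cell attachment at 37 °C, then 6 h compound exposure; signal: glow luminescence from Steady-Glo reagent; medium: serum-containing F12 medium, 10% FBS; benchmarks: tunicamycin 10 µg/mL and vehicle-only wells; read-out: percent activation relative to tunicamycin reference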
TIM10 inh – growth inhibitors of TIM10 yeast strain; S. cerevisiae TIM10 strain growth, BacTiter-Glo luminescence, 24 h; inhibition, % at 10 µM; 1.4% of 330,000 active; AID 463195;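 active = inhibition of 40% or more at the single tested concentration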;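 also: wild-type TIM10 isogenic control strain grown at permissive 25 °C; 0% = DMSO yeast wells and 100% = minimal medium wells without yeast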
NR3A LBD binder – NR3A (human) ligand-binding domain modulation | NR3A LBD differential scanning fluorimetry, Tm shift; 0% = protein alone, 100% = glycine-bound protein | Tm shift relative to glycine control, % at 25 µM | 2.5% of 340,000 active;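 active = melting temperature shift of at least 10% of the positive control shift, at one fixed dose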
APJ ag – APJ receptor agonism. CHO-K1 APJ PathHunter beta-arrestin, luminescence; 0% DMSO wells, 100% apelin. activation, % at 20 µM. 0.11% of 330,000 active. AID 2520;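 active = activation more than six SD over the plate average, tested at 20 µM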;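 also: 0% = DMSO alone and 100% = apelin-13 at 10 nM; some results filed as inactive read as strong as hits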
Target sequence (P35414 whole entry, looked up): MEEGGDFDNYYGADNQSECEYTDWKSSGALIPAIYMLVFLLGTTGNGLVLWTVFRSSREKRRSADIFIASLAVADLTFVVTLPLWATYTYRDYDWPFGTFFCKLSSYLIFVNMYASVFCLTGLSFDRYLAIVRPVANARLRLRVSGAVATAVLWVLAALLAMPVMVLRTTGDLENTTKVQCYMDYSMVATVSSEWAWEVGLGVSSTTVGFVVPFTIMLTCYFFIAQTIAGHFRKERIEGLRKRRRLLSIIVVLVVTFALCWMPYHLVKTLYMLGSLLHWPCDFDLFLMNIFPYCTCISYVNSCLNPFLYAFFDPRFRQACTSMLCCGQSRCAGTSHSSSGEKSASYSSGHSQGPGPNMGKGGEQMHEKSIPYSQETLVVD
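Assay system: CHO-K1 cells stably expressing ProLink-tagged human APJ and arrestin–beta-gal acceptor. Compound dosing: 20 µM single point, 1% DMSO. Times: 16-18 h seeding, 90 min dark compound exposure, 60 min detection. Detection: beta-gal luminescence. Evaluation: APJ–arrestin association signal. Controls: negative DMSO alone, positive Apelin-13 at 10 nM.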
UPR CHOP act – apoptotic UPR (CHOP) activation; CHO-CHOP luciferase reporter, luminescence; percent of tunicamycin response over DMSO baseline; activation, % at 10 µM; 0.34% of 330,000 active;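 active = at 10 µM dose, activation of 40% or more, normalized to positive control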;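 also: 100% = tunicamycin at 10 µg/mL and 0% = DMSO alone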
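System: CHO-CHOP luciferase reporter cell line | Buffer or medium: F12 medium containing 10% fetal bovine serum | Doses: One dose, 10 µM in 0.5% DMSO | Times: 6 h compound exposure at 37 °C after overnight seeding | Signal: Luciferase luminescence | Read-out: % activation vs tunicamycin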
NALP3 yeast inh – inhibitors of NALP3 inflammasome in yeast; Yeast reconstituted NLRP3/ASC/caspase-1, beta-gal luminescence, 24 h; inhibition, % at 10 µM; 0.39% of 330,000 active;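 active = inhibition of 50% or more; inactive = inhibition below 50%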;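 also: plate controls were induced DMSO wells for no effect and uninduced yeast grown without galactose for full effect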
tim10-1 inh – tim10-1 yeast growth inhibition | S. cerevisiae tim10-1 ts strain growth, BacTiter-Glo, 24 h | AID 463190 | 2.2% of 330,000 active | inhibition, % at 20 µM;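 active = inhibition of at least 40%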;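 also: mutant grown at 25 °C; 0% = DMSO wells with yeast and 100% = wells holding no yeast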
tim23-1 inh – growth inhibitors of tim23-1 mutant yeast. S. cerevisiae tim23-1 growth, BacTiter-Glo luminescence, 24 h. inhibition, % at 20 µM. 1.3% of 330,000 active. AID 463212;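 active = growth inhibition of the mutant yeast at or above 50%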;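 also: temperature-sensitive mutant grown at 25 °C; plate controls were DMSO-treated mutant yeast for no effect and medium wells lacking yeast for full effect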
Mdm2 MdmX PPI – disrupts the human Mdm2-MdmX interaction; inhibition, % at 8 µM; SaOS-2 split-luciferase Mdm2/MdmX complementation, luminescence; AID 485346; 3% of 330,000 active; O15151+Q00987;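 active = inhibition of at least 50% at 8 µM in the primary screen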
Starred values were filed as active, the others as inactive. Some of the compounds tested; the hit share may differ from the screen's.

cpd | smiles | UPR XBP1 act | TIM10 inh | NR3A LBD binder | APJ ag | UPR CHOP act
1 | O=C(O)C12C3CCCC1C32c1ccccc1 (centres undefined) | 4 | 9 | 0 | -1 | 1.1
2 | CC(C)(C)c1ccc(O)c(N=Cc2c(O)ccc3ccccc23)c1 | -3 | 37 | 1 | 6 | 10
3 | CC(NC(=O)Cc1cccc2ccccc12)C(=O)N1CCC(=O)CC1 (centres undefined) | -3 | -3 | -16 | -1 | 0.7
4 | Fc1ccc(CNCCc2ccc3c(c2)OCO3)cc1 | -3 | 6 | 1 | -3 | 1.5
5 | CC(=NCCCn1ccnc1)c1c(O)n(C)c(=O)n(C)c1=O | -2 | 5 | -1 | -2 | -2.7
6 | CCC(=O)Nc1ccc(N2CCN(CC)CC2)c(Cl)c1 | -3 | -6 | -4 | -3 | 2.7
7 | CC1CCN(CC(=O)c2cccc(C(F)(F)F)c2)CC1 | -1 | -5 | 3 | -1 | 1.7
8 | C[C@]12CC[C@@H](O)C[C@H]1CC[C@@H]1[C@@H]2CC[C@]2(C)C(=O)CC[C@@H]12 | -4 | 0 | 2 | -2 | 0.1

cpd | NALP3 yeast inh | tim10-1 inh | tim23-1 inh | Mdm2 MdmX PPI
1 | 2 | 12 | -5 | 0
2 | 25 | 14 | 51* | 50*
3 | 8 | -7 | 4 | -15
4 | 15 | 4 | 11 | 6
5 | 11 | 5 | 0 | -26
6 | 7 | 0 | -7 | 8
7 | 11 | 19 | 11 | -16
8 | 66* | 28 | 32 | 14

Two of these compounds, set out differently.
(7) CC1CCN(CC(=O)c2cccc(C(F)(F)F)c2)CC1
  UPR XBP1 act = -1 | TIM10 inh = -5 | NR3A LBD binder = 3 | APJ ag = -1 | UPR CHOP act = 1.7 | NALP3 yeast inh = 11 | tim10-1 inh = 19 | tim23-1 inh = 11 | Mdm2 MdmX PPI = -16

(4) Fc1ccc(CNCCc2ccc3c(c2)OCO3)cc1
  UPR XBP1 act = -3 | TIM10 inh = 6 | NR3A LBD binder = 1 | APJ ag = -3 | UPR CHOP act = 1.5 | NALP3 yeast inh = 15 | tim10-1 inh = 4 | tim23-1 inh = 11 | Mdm2 MdmX PPI = 6

More compounds follow.
cpd | smiles | UPR XBP1 act | TIM10 inh | NR3A LBD binder | APJ ag | UPR CHOP act
9 | CC(C)c1ccc(O)c(CN2CCN(c3ccccc3)CC2)c1 | 2 | 18 | 4 | -3 | -0.3
10 | CC(C)(C#CC(=O)O)OOC(c1ccccc1)(c1ccccc1)c1ccccc1 | 0 | 23 | 8 | -5 | 4.9
11 | CCN(CC)c1ccc(CC2C(=O)N(C)C(=O)N(C)C2=O)cc1 | -2 | 4 | -1 | 1 | 2.6
12 | COc1ccc(-n2c(C)cc(C(=O)C[N+]34CCN(CC3)CC4)c2C)cc1 | -3 | -17 | -2 | -2 | 0.0
13 | C[C@]12CCC3C(CC[C@H]4C[C@H](O)CC[C@]34C)C1CCC2=O (some centres undefined) | -1 | -18 | -1 | -3 | 0.9
14 | Cc1nc2ccccc2c(=O)n1-c1ccc(-c2ccccc2)cc1 | -5 | 14 | -2 | -1 | -0.3
15 | COC(=O)C1=C(c2ccc(F)cc2OCc2ccccc2)C[C@@H]2CC[C@H]1N2C(=O)NC1CCCCC1 | -3 | 0 | 1 | -5 | 1.1
16 | COc1ccc(C2CC(c3c(O)n(CCc4ccccc4)c(=O)[nH]c3=O)=NN2)cc1OC (centres undefined) | 0 | 5 | -2 | -13 | -1.3

cpd | NALP3 yeast inh | tim10-1 inh | tim23-1 inh | Mdm2 MdmX PPI
9 | 20 | 30 | 23 | 9
10 | -27 | 37 | 25 | -15
11 | 18 | 10 | 16 | -20
12 | -3 | 7 | 7 | -30
13 | 53* | 2 | 39 | 21
14 | 17 | 22 | 19 | 17
15 | 9 | 5 | 19 | 7
16 | 22 | 0 | -7 | 3

Going on with the list.
cpd | smiles | UPR XBP1 act | TIM10 inh | NR3A LBD binder | APJ ag | UPR CHOP act
17 | Oc1ccc(Cl)cc1CN1CCN(Cc2ccccc2)CC1 | -2 | 4 | 1 | -7 | -0.9
18 | CC(C)C[C@H](NP(=O)(O)O[C@@H]1O[C@@H](C)[C@H](O)[C@@H](O)[C@H]1O)C(=O)N[C@@H](Cc1c[nH]c2ccccc12)C(=O)O | -6 | -6 | -2 | -3 | -0.4
19 | COc1ccc(OC)c([C@@H](O)[C@H](C)NC(C)(C)C)c1 | -4 | 6 | 2 | 1 | -1.6
20 | CCn1cc(C(=O)c2cccs2)c2ccccc21 | 8 | 25 | 1 | -5 | -1.3
21 | O=c1cc(C(F)(F)F)c2cc3c4c(c2o1)CCCN4CCC3 | -1 | 3 | 4 | -3 | -0.3
22 | CN1CCC(O)(c2cccs2)C(C(=O)c2cccs2)C1 (centres undefined) | -4 | 1 | 1 | 2 | 1.0
23 | CC(C)Oc1cc(-n2c(=S)[nH]c3ccccc3c2=O)c(Cl)cc1Cl | 2 | 45* | 3 | -3 | 1.0
24 | O=C(Cc1ccccc1)N1CCN(Cc2ccc(F)cc2)CC1 | -1 | -3 | 2 | -3 | 2.0

cpd | NALP3 yeast inh | tim10-1 inh | tim23-1 inh | Mdm2 MdmX PPI
17 | 9 | 4 | 3 | 18
18 | 13 | 7 | 8 | 8
19 | -2 | -7 | -6 | 4
20 | 7 | 13 | 31 | 6
21 | -1 | 16 | 28 | 17
22 | 3 | -2 | 12 | -3
23 | 12 | 45* | 53* | 10
24 | -6 | 7 | -1 | 21

More records follow.
cpd | smiles | UPR XBP1 act | TIM10 inh | NR3A LBD binder | APJ ag | UPR CHOP act
25 | CN1C(=O)C(=Cc2ccccc2OCc2ccc(C(=O)O)cc2)C(=O)N(C)C1=O | 0 | 4 | -2 | -4 | -0.6
26 | COC(=O)C1=C(c2cc3ccccc3s2)C[C@@H]2CC[C@H]1N2C(=O)NCCS(C)=O (some centres undefined) | 1 | 14 | 0 | -5 | -1.2
27 | Cc1cc(OCC(=O)NCc2ccc(S(N)(=O)=O)cc2)c2c3c(c(=O)oc2c1)CCC3 | -4 | -2 | 1 | 5 | -0.8
28 | O=C(Cc1ccccc1)Oc1cccc(N2C(=O)CCC2=O)c1 | -1 | 0 | 1 | -2 | -2.2
29 | CN(C(=O)Oc1ccc(C(=O)c2ccc(Cl)cc2)cc1)c1ccccc1 | -2 | 10 | 1 | 1 | -1.5
30 | CCOc1cccc(=NC2CCCCC2)c2c(C)[nH]c(C)c12 | 4 | 15 | -1 | 2 | 4.1
31 | CCC(=O)N1c2ccc(S(=O)(=O)CCC(=O)N3CCC4(CC3)OCCO4)cc2CC1C (centres undefined) | 1 | 1 | 2 | 1 | -1.4
32 | Cc1nn(-c2ccccc2)c(Cl)c1C1C(C#N)=C(N)Oc2c1c(=O)oc1ccccc21 (centres undefined) | -2 | 14 | -7 | -2 | 1.7
33 | CCCCCCn1c(O)c(/C=N/N2CCCCCC2)c(=O)[nH]c1=O | -3 | 6 | 0 | 4 | -0.6

cpd | NALP3 yeast inh | tim10-1 inh | tim23-1 inh | Mdm2 MdmX PPI
25 | 8 | -8 | 0 | -15
26 | 10 | 10 | 12 | -15
27 | 1 | 3 | 4 | 2
28 | -6 | -12 | 1 | 16
29 | 14 | 25 | 10 | -2
30 | 12 | 20 | 19 | 46
31 | -6 | 18 | 25 | 4
32 | 6 | 21 | 26 | -4
33 | 10 | 8 | 3 | 9

Results in sequence from above.
UPR CHOP act, entries 25–33 → -0.6, -1.2, -0.8, -2.2, -1.5, 4.1, -1.4, 1.7, -0.6
APJ ag, entries 25–33 → -4, -5, 5, -2, 1, 2, 1, -2, 4

A different layout for 2 compounds above.
#19 COc1ccc(OC)c([C@@H](O)[C@H](C)NC(C)(C)C)c1
#20 CCn1cc(C(=O)c2cccs2)c2ccccc21
Compound | 19 | 20
UPR XBP1 act | -4 | 8
TIM10 inh | 6 | 25
NR3A LBD binder | 2 | 1
APJ ag | 1 | -5
UPR CHOP act | -1.6 | -1.3
NALP3 yeast inh | -2 | 7
tim10-1 inh | -7 | 13
tim23-1 inh | -6 | 31
Mdm2 MdmX PPI | 4 | 6

Screens deposited in PubChem by Sanford-Burnham Center for Chemical Genomics.
